SIAE primary – human SIAE inhibition, primary screen. Q9HAT2. AID 1053197. actives 0.69% (n = 370,000). inhibition, % at 9.66 µM. SIAE FP-Rh probe binding, fluorescence polarization;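 active means inhibition above a cutoff: mean of compounds within the control limits plus 3 SD of those, cut at about 17% in these data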;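 further: 0% = plate median of compound wells and 100% = probe without SIAE protein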
Target sequence (Q9HAT2 whole entry, looked up): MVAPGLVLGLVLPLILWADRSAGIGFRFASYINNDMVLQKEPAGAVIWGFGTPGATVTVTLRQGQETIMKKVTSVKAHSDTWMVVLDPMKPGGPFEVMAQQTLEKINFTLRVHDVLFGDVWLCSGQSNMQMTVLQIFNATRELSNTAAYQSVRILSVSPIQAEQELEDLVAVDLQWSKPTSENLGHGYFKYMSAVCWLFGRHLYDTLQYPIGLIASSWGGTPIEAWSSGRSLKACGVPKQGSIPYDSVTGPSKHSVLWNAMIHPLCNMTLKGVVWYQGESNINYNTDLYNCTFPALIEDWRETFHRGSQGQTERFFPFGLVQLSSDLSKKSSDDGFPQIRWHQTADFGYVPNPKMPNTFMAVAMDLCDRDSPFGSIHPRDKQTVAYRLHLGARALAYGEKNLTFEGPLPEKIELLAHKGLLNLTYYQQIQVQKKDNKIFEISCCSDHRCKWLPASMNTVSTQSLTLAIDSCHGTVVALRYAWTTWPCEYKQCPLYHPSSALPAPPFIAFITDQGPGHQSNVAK
Rev-erbA mod – modulators of human Rev-erb alpha DNA binding. activity, % at 10 µM. actives 0.79% (n = 370,000). P20393. AID 1259318. Rev-erbα–FITC-DNA binding, fluorescence polarization, 90 min;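 active means activity above about 14%, limit read from the data; passing the limit was not always enough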;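 further: 0% = DMSO wells with 35 nM protein and 100% = DMSO wells with 750 nM protein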
HTRA1 inhibitor – inhibitors of human serine peptidase HTRA1; recombinant HTRA1, FP-rhodamine activity-based probe, fluorescence polarization; actives 0.5% (n = 340,000); inhibition, % at 5.96 µM; Q92743; in the data active means inhibition above about 36%;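 further: 0% = enzyme with DMSO and 100% = wells lacking enzyme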
Target sequence (Q92743 whole entry, looked up): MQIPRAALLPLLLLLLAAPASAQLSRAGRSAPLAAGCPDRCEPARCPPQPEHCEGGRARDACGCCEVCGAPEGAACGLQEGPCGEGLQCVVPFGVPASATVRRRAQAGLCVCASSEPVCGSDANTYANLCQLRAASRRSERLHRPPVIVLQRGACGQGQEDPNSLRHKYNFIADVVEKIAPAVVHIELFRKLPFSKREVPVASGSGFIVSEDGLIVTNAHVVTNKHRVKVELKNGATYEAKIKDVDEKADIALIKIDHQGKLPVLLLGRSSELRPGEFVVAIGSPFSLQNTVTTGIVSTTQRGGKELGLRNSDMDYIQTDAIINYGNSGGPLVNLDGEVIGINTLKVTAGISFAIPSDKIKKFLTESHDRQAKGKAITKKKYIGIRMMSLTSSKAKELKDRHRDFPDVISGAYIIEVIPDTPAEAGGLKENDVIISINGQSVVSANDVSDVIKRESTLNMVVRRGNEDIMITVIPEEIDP
PG9 binder – small molecules binding HIV-1 gp120 antibody PG9. actives 0.43% (n = 360,000). TR-FRET gp120-PG9 antibody binding. inhibition, % at 6.7 µM; in the data active means inhibition above about 8.5%
rCAG binder – binds r(CAG) RNA repeats. r(CAG) RNA repeat, TO-PRO-1 dye displacement fluorescence. inhibition, % at 3 µM. actives 1.3% (n = 370,000);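 active means inhibition above the plate cutoff, the mean of all test compounds on that plate plus 3 SD, cut at about 35% in these data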;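 further: 0% = DMSO alone and 100% = 100 µM mitoxantrone as full dye displacement; higher means more dye released from RNA so lower well fluorescence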
PRMT1 FP inh – inhibitors of human PRMT1; Q99873; AID 652257; recombinant PRMT1, activity-based probe fluorescence polarization; inhibition, % at 2.79 µM; actives 1.3% (n = 370,000);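 active means inhibition above about 21% made by adding two undisclosed values, limit read from the data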
mABHD4 FP – inhibits mouse alpha/beta hydrolase domain 4; Q8VD66; purified mABHD4, FP-Rh probe fluorescence polarization; inhibition, % at 8.92 µM; actives 0.54% (n = 370,000);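 active means inhibition exceeding the mean over every tested compound plus 3 SD, cut at about 30% in these data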;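 further: 0% = plate median of compound wells and 100% = S159A mutant with DMSO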
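Doses – 8.92 µM, single dose · Material – wild-type mouse ABHD4 protein · Replication – single well per compound (singlicate) · Measure – percent inhibition of probe binding, normalized to plate controls · Schedule – 45 min compound pre-incubation plus 60 min probe step, 25 °C · Detection – fluorescence polarization with parallel and perpendicular emission, 525/598 nm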
TCR CD3 inh – blocks the human TCR-CD3 interaction | actives 0.37% (n = 360,000) | TAMRA-labeled TCR probe fluorescence, biochemical | inhibition, % at 9.4 µM; in the data active means inhibition above about 19%;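 further: recombinant mutant TCR 2C K166C tagged with TAMRA read by polarization; 0% = receptor in buffer alone and 100% = receptor with positive control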
LEDGF integ inh – blocks HIV-1 LEDGF/p75-dependent DNA integration; TR-FRET IN-LEDGF/p75 DNA integration, Eu/Cy5; inhibition, % at 3.7 µM; actives 0.64% (n = 370,000); AID 743269;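 active means inhibition above the screen-wide mean plus 3 SD, cut at about 13% in these data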;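 further: signal is the Cy5 over europium emission ratio at 671 and 618 nm; 0% = plate median of compound wells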
TDP2 absorb – TDP2 (human) inhibition, absorbance primary screen | O95551 | actives 0.34% (n = 370,000) | inhibition, % at 12.8 µM | recombinant TDP2, T5PNP hydrolysis, p-nitrophenol absorbance 415 nm;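 active means inhibition above the mean of all tested compounds plus 3 SD, set per campaign, cut at about 25% in these data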;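 further: 0% = DMSO with enzyme and 100% = buffer with substrate but no TDP2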
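System – recombinant human TDP2 · Amount – 120 nM TDP2 per well · Buffer or medium – Mg2+-containing Tris-HCl buffer, pH 7.5 · Reagent – T5PNP substrate, 5 mM · Dosing – 12.8 µM single point, 1% DMSO · Incubation – 2 h at 37 °C · Measured by – epi absorbance · Read-out basis – percent inhibition · Benchmarks – high control without enzyme, low control DMSO plus TDP2 · Repeats – singlicate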
* = called active by the depositor; · = no result given; & = joins results of further samples. These rows are one share of the data, so the mix of outcomes need not match the whole.

Each structure is followed by: SIAE primary | Rev-erbA mod | HTRA1 inhibitor | PG9 binder | rCAG binder | PRMT1 FP inh | mABHD4 FP | TCR CD3 inh | LEDGF integ inh | TDP2 absorb
CCN1CCN(C(=O)c2ccc3c(=O)n(C4CCCC4)c(=S)[nH]c3c2)CC1
    -6 | -1 | 4 | -2.1 | -6 | -3 | 0 | 4 | -1 | -8
CCOC(=O)C1=C(C)Nc2ncnn2C1c1ccc(N(C)C)cc1 (stereo not given)
    -4&5 | -2&0 | 0&-4 | -1.9&0.6 | -2&-5 | 1&1 | -1&2 | 1&-2 | 1&-2 | -8&7
CCOC(=O)C1=NOC2C(=O)N(c3ccc(Cl)cc3Cl)C(=O)C12 (stereo not given)
    -4 | -5 | 7 | -2.4 | 6 | 6 | 2 | 0 | -2 | 4
COc1ccc2c(c1)C(=O)OC2CC(=O)O (stereo not given)
    -4 | 6 | -1 | 0.3 | 3 | -1 | 4 | -1 | 1 | -8
CC(C)Cn1cnc2c(N)nc3ccccc3c21
    0 | 6 | 3 | -1.9 | 3 | 6 | -2 | 1 | -2 | -3
Cc1ccc(OCC(=O)N/N=C/C=C/c2ccco2)cc1C
    1 | -9 | 8 | -3.7 | 13 | 4 | 12 | 9 | -3 | -11
COc1ccccc1CNC(=O)C(CCSC)NC(=O)c1cccc(S(=O)(=O)N2CCOCC2)c1 (stereo not given)
    -3 | 8 | -4 | 0.2 | 1 | 7 | 7 | -4 | -1 | 4
COC(CNC(=O)C1CCN(S(=O)(=O)c2cccc3nsnc23)CC1)OC
    -2 | -1 | 0 | -0.4 | -1 | 3 | 10 | -4 | -2 | 2
O=C(CSc1nnc(NC(=O)c2ccc(F)cc2)s1)NC1CCCC1
    0 | -6 | 1 | -2.6 | 4 | -1 | -2 | -1 | 2 | 14
CCCCCSc1nc2c(c(=O)[nH]c(=O)n2C)n1C
    0 | 7 | -1 | -4.0 | -1 | 4 | -7 | -14 | 1 | -2
CCc1ccccc1NC(=S)NNC(=O)c1ccccc1Cl
    3 | 3 | 1 | -2.7 | 3 | -2 | 2 | 5 | -1 | 5
O=C(CSc1nc2cc([N+](=O)[O-])ccc2n1-c1ccccc1)NCc1ccc2c(c1)OCO2
    4 | 5 | 9 | -0.8 | 3 | 24* | -6 | -1 | 2 | -10
C=CCOc1ccccc1/C=C/C(=O)O
    -5 | -3 | 2 | -0.1 | -1 | -5 | 3 | 3 | -3 | 5
O=c1[nH]c(=S)[nH]cc1S(=O)(=O)c1cccc(Cl)c1
    -3 | -2 | 4 | 0.1 | 0 | 3 | -1 | 7 | 0 | 2
CN1CCN(CCCCOc2ccccc2-c2ccccc2)CC1
    9 | -2 | -2 | 0.4 | -6 | -2 | 11 | -1 | 2 | 2

At a glance, part of the list above:
Each structure is followed by: SIAE primary | Rev-erbA mod | HTRA1 inhibitor | PG9 binder | rCAG binder | PRMT1 FP inh | mABHD4 FP | TCR CD3 inh | LEDGF integ inh | TDP2 absorb
COC(CNC(=O)C1CCN(S(=O)(=O)c2cccc3nsnc23)CC1)OC
    -2 | -1 | 0 | -0.4 | -1 | 3 | 10 | -4 | -2 | 2
O=C(CSc1nnc(NC(=O)c2ccc(F)cc2)s1)NC1CCCC1
    0 | -6 | 1 | -2.6 | 4 | -1 | -2 | -1 | 2 | 14
CCCCCSc1nc2c(c(=O)[nH]c(=O)n2C)n1C
    0 | 7 | -1 | -4.0 | -1 | 4 | -7 | -14 | 1 | -2
CCc1ccccc1NC(=S)NNC(=O)c1ccccc1Cl
    3 | 3 | 1 | -2.7 | 3 | -2 | 2 | 5 | -1 | 5
O=C(CSc1nc2cc([N+](=O)[O-])ccc2n1-c1ccccc1)NCc1ccc2c(c1)OCO2
    4 | 5 | 9 | -0.8 | 3 | 24* | -6 | -1 | 2 | -10
C=CCOc1ccccc1/C=C/C(=O)O
    -5 | -3 | 2 | -0.1 | -1 | -5 | 3 | 3 | -3 | 5

The results go on:
Each structure is followed by: SIAE primary | Rev-erbA mod | HTRA1 inhibitor | PG9 binder | rCAG binder | PRMT1 FP inh | mABHD4 FP | TCR CD3 inh | LEDGF integ inh | TDP2 absorb
Cc1ccccc1N1C(=O)c2ccccc2N2C(=O)c3ccccc3C12 (stereo not given)
    -8 | 4 | -7 | -2.3 | -2 | 5 | -9 | -8 | -3 | -5
O=C(CSc1ncccc1C(=O)O)Nc1ccc2c(c1)OCCO2
    1 | 6 | 7 | -0.9 | 2 | -1 | -5 | 0 | 1 | 13
O=C(CSc1nnc(NC(=O)C2CC(=O)N(c3ccccc3)C2)s1)NCc1ccco1 (stereo not given)
    -3 | 6 | 3 | 1.7 | 8 | 14 | 1 | -3 | 2 | 1
Cc1cc(Cl)c(OCCCSc2nc(C)cc(=O)[nH]2)c(Br)c1
    -5 | 1 | -6 | 1.3 | 4 | 2 | -2 | 0 | -6 | 5
CC(C)C(OC(=O)CN1C(=O)COc2ccccc21)C(=O)NC1CCCC1 (stereo not given)
    -3 | -5 | 5 | -0.7 | -6 | -1 | -3 | -1 | -2 | 9
COCC(=O)Nc1cc(OC)c(Cl)cc1OC
    -3 | -1 | 1 | 2.2 | -1 | 1 | -3 | 1 | 3 | 6
Cc1ccc(C(c2sc3nc(C)nn3c2O)N2CCOCC2)cc1 (stereo not given)
    5 | -4 | 2 | -0.1 | -4 | -2 | 6 | 1 | 2 | -14
CCC(=O)NC(NC(=S)Nc1cccc2cccnc12)C(Cl)(Cl)Cl (stereo not given)
    -8 | -1 | -5 | -3.7 | 11 | 1 | -1 | 9 | 3 | -6
O=C(CSc1nc2[nH]c(=O)cc(O)c2s1)Nc1ccc(Cl)c(C(F)(F)F)c1
    -24 | -1 | -18 | 0.9 | 41* | 4 | 17 | -5 | 1 | -1
CC1=C(c2ccc(Cl)cc2)[N+](=O)C(C)(C)N1[O-]
    -4 | -7 | 6 | -0.3 | -3 | 4 | 0 | 0 | 0 | 14
COc1ccc(-c2cnc3c(NC(C)=O)cc(-c4ccc(C(=O)N5CCOCC5)cc4)cn23)cc1OC
    4 | -3 | · | -0.9 | 7 | 0 | 3 | -2 | 4 | 3
COC(=O)Cc1c[nH]c2cccc(OCC(O)CN(Cc3ccccc3)C(C)C)c12 (stereo not given)
    3 | 6 | -5 | -0.5 | -7 | 4 | 3 | 1 | 3 | 0
CCCCNc1c(-c2cccc(-c3ccc(OC)cc3)c2)nc2ccc(C)cn12
    5 | 2 | -18 | 1.7 | 1 | 0 | 30* | 7 | -2 | 1
CCc1ccc(NC(=O)CN(c2ccc(OC)cc2)S(=O)(=O)c2c(C)[nH]c(=O)[nH]c2=O)cc1
    -8 | -2 | -3 | -1.4 | 40* | -3 | -11 | 6 | 3 | -14
CN(CC(=O)Nc1ccc(Cl)c(C(F)(F)F)c1)C(=O)CNC(=O)C1CCCCC1
    4 | -4 | 3 | -1.5 | -1 | 3 | 0 | -5 | -6 | -4

The last three records of the section before come first, to join the parts.
Each structure is followed by: SIAE primary | Rev-erbA mod | HTRA1 inhibitor | PG9 binder | rCAG binder | PRMT1 FP inh | mABHD4 FP | TCR CD3 inh | LEDGF integ inh | TDP2 absorb
CCCCNc1c(-c2cccc(-c3ccc(OC)cc3)c2)nc2ccc(C)cn12
    5 | 2 | -18 | 1.7 | 1 | 0 | 30* | 7 | -2 | 1
CCc1ccc(NC(=O)CN(c2ccc(OC)cc2)S(=O)(=O)c2c(C)[nH]c(=O)[nH]c2=O)cc1
    -8 | -2 | -3 | -1.4 | 40* | -3 | -11 | 6 | 3 | -14
CN(CC(=O)Nc1ccc(Cl)c(C(F)(F)F)c1)C(=O)CNC(=O)C1CCCCC1
    4 | -4 | 3 | -1.5 | -1 | 3 | 0 | -5 | -6 | -4
O=C1[C@@H]2[C@H](Cc3ccc(O)cc3)N[C@]3(C(=O)Nc4ccccc43)[C@@H]2C(=O)N1c1ccc(F)cc1
    5 | 2 | -3 | 0.2 | 5 | 2 | 0 | -7 | 0 | -7
NS(=O)(=O)c1cnccc1Nc1ccc(Cl)cc1
    2 | -2 | 0 | -0.3 | -3 | 1 | 1 | -3 | -2 | -2
Cc1ccc(NC(=O)CCc2nc(-c3cccs3)no2)c(Br)c1
    2 | -2 | -1 | -2.1 | 1 | -4 | -12 | 10 | 1 | 0
O=C(C1CCCC1)N1CCN(S(=O)(=O)c2ccc(F)cc2)CC1
    -9 | 2 | 5 | -0.4 | -4 | 2 | -4 | 3 | 0 | 0
O=C(OC(C(=O)NC1CCCCC1)c1ccc(C(F)(F)F)cc1)c1ccco1 (stereo not given)
    4 | 2 | 3 | -0.2 | -4 | 3 | -2 | 1 | -3 | -4
COc1ccc(S(=O)(=O)N2CCC(C(N)=O)(N3CCCCC3)CC2)cc1OC
    -2 | -8 | -1 | -0.5 | -4 | 1 | -3 | -2 | -1 | 8
COc1ccc(C)cc1N(CC(=O)N1CCCC1)S(=O)(=O)c1ccccc1
    0 | -6 | 7 | 0.2 | -5 | -1 | -3 | 3 | -4 | 12
CCOC(=O)c1sc(NC(=O)c2ccc(Cl)s2)cc1C
    1 | 16* | -7 | 0.5 | 2 | -6 | -4 | 6 | 4 | 11
NC(=S)NN=Cc1ccc(OC(=O)COc2cc(Cl)c(Cl)cc2Cl)cn1
    3 | 1 | -3 | -2.5 | 7 | 47* | 8 | -6 | 1 | -4
CC(NC(=O)C1CCCN1C(=O)c1cccs1)c1ccc(Cl)cc1Cl (stereo not given)
    -10 | -4 | 1 | -0.9 | 0 | -1 | 7 | -4 | 2 | -3
Cc1cccc2c1N(CCOc1ccc(C(C)(C)C)cc1)C(=O)C2=O
    5 | 4 | -87 | -0.3 | 2 | 0 | 1 | 2 | -1 | 9
O=C(NCCC(c1ccccc1)c1ccccc1)c1cnccn1
    0 | 0 | -10 | -0.3 | 1 | -4 | -1 | 6 | 5 | -8
C/C=C/COc1nc2c(c(=O)n(C)c(=O)n2C)n1C
    -3 | -3 | 4 | -1.7 | -2 | 1 | 4 | 3 | -1 | 2
c1ccc(-c2nc(NCC3CCCO3)c3ccccc3n2)nc1 (stereo not given)
    4 | 2 | 9 | -1.1 | 0 | -1 | 3 | -2 | -23 | -8
C#CCN1C(=O)C2(OCCO2)c2ccccc21
    2 | 4 | 5 | 0.7 | 1 | -1 | -2 | 6 | 1 | 4
CCc1nc2c(OCc3ccc(Cl)cc3Cl)cccn2c1N(C)C(=O)CC(C)C
    4 | -3 | · | 1.8 | 0 | 5 | 6 | -5 | 0 | -6
CC(=O)Nc1cc(-c2ccc(C(=O)NC3CC3)cc2)cn2c(-c3cccc(C(C)=O)c3)cnc12
    -13 | -2 | · | -0.6 | 13 | -1 | -3 | 1 | -2 | 1

Screening data as filed in PubChem BioAssay.
